# Compound activity deposited in PubChem by several laboratories.
# SV40 large T antigen: SV40 large T antigen inhibitors, biochemical (AID 1903); SV40 large T antigen ATPase/helicase inhibition assay; higher % means a stronger effect; 0.39% of 310,000 active; inhibition, % at 20 µM; hits with a dose series show IC50 in µM; in the data active means a potency from the dose series; further: strong numbers were not always called active
# Rac1 GTP hydrolysis: MgcRacGAP GTPase-activating activity inhibitors, confirmation, biochemical, ADP Hunter fluorescence; inhibition, % at 30 µM; hits with a dose series show IC50 in µM; 0.6% of 340,000 active; MgcRacGAP-stimulated Rac1 GTP hydrolysis, ADP Hunter fluorescence; higher % means a stronger effect; GST-tagged Rac1 F28L mutant substrate;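 active means first-screen hits whose inhibition reached a set limit at any dose in the follow-up dose series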;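 further: fluorescence reports GDP produced by GAP-driven GTP hydrolysis; strong numbers were not always called active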
# GPR55 antagonists: GPR55 antagonists blocking LPI-driven arrestin recruitment, primary screen, imaging, U2OS, beta-arrestin-GFP, LPI agonist (AID 2013); U2OS GPR55 beta-arrestin-GFP translocation imaging, LPI antagonism; higher % means a stronger effect; one-dose inhibition, % at 10 µM; IC50 in µM for titrated hits; 0.13% of 290,000 active;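 active means spots per cell inhibited over 60%, with over 100 cells counted and total cytoplasm intensity under 500,000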;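 further: U2OS cells stably carrying GPR55 and arrestin-GFP stimulated by 5 µM LPI near EC80; imaged beta-arrestin-GFP aggregate spots per cell after agonist stimulation; plate controls were LPI-stimulated DMSO wells for no effect and DMSO wells without LPI for full effect; some results filed as inactive read as strong as hits; confirmed hits need IC50 under 10 µM and bright autofluorescent wells are also inconclusive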
# T cell HTS: T cell immune modulation candidate. 2C CD8+ T cell-vesicle binding, flow cytometry; hits give low values. calls only at 7 µM. 0.068% of 330,000 active. AID 2052;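 active means response, share of CD8 T cells binding vesicles, and their 90th percentile fluorescence all below set limits, cut at about 80% in these data, passing the limit was not always enough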
#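 System: murine 2C transgenic CD8+ T lymphocytes; also added: QL9-loaded Drosophila micro-vesicles; times: binding 1.5 h at 37 °C; measured by: flow cytometry, PE anti-B7-1 (FL2) versus Alexa647 anti-CD8 (FL8), PFA-fixed; control set: Peptide-free naked vesicles (low) and QL9 vesicles with 0.7% DMSO vehicle (high)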
# GPR55 activation: selective activators of receptor GPR55 – imaging, U2OS cells, beta-arrestin-GFP redistribution, primary screen (AID 1961); 0.048% of 290,000 active; U2OS GPR55 beta-arrestin-GFP redistribution imaging; higher % means a stronger effect; activation, % at 10 µM; hits with a dose series show EC50 in µM;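 active means activation above 40% with more than 50 cells counted in the well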;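 further: U2OS osteosarcoma cells stably expressing GPR55 and beta-arrestin-GFP; plate controls were DMSO negative control for no effect and LPI positive control for full effect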
# Hep lipid drop: hepatic lipid droplet formation modulation | AID 1656 | inhibition, % at 6.5 µM | AML12 mouse hepatocytes, oleate lipid droplets, BODIPY imaging | 0.4% of 240,000 active;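 active means lipid droplet intensity inhibited by at least 50%, with more than 500 cells counted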
#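 Material: mouse AML12 hepatocyte cell line, fixed after treatment; Timing: compound with oleate, overnight; Technique: high-content imaging of BODIPY-stained droplets and DAPI nuclei; Probe or stimulus: oleate, 100 µM final; Dosing: compound at 6.5 µM only.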
# GPR35 antagonists: inhibition of zaprinast-stimulated GPR35 beta-arrestin translocation – imaging, U2OS, beta-arrestin-GFP, zaprinast agonist, primary screen (AID 2058); U2OS GPR35 beta-arrestin-GFP translocation imaging, zaprinast antagonism; higher % means a stronger effect; one-dose inhibition, % at 10 µM; IC50 in µM for titrated hits; 0.052% of 290,000 active;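 active means inhibition of at least 50% with at least 30 cells and total cytoplasm GFP at most 10,000,000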
# NTR1 ag: agonists of NTR1, primary screen, imaging, U2OS cells, beta-arrestin-GFP, high content (AID 493036) | 0.17% of 330,000 active | NTR1-U2OS beta-arrestin-GFP spot imaging, agonist mode | activation, % at 20 µM | P30989;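 active means activation at or above 40% of the spot to cytoplasm intensity ratio, with at least 20 cells analyzed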;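 further: 0% = DMSO without peptide and 100% = 100 nM NTR1 peptide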
# Target sequence (P30989 whole entry, looked up): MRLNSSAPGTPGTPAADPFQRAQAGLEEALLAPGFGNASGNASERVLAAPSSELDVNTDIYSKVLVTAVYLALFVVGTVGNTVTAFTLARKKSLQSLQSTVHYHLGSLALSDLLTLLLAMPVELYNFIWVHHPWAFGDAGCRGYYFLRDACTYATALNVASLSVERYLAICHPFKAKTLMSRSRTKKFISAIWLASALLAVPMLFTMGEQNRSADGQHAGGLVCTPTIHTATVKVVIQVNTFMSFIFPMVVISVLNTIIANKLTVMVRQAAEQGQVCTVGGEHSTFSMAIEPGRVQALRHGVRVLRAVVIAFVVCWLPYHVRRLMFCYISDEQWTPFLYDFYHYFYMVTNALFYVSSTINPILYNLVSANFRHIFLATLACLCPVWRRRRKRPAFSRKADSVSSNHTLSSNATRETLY
# LYP inhibition: inhibitors of LYP phosphatase, biochemical, fluorescence intensity, uHTS (AID 1779); inhibition, % at 11.5 µM, or IC50 in µM where a hit was titrated; recombinant LYP phosphatase, fluorescence intensity; higher % means a stronger effect; 0.054% of 290,000 active; in the data active means inhibition above about 50%;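 further: plate controls were vehicle with enzyme for no effect and no enzyme for full effect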
# Hep lipid drop cells 6.5 µM: further read-out of Hep lipid drop, marked with its call; cell count; measured here: cell count, cytotoxicity flag;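 cells counted across two imaged fields per well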
# T cell HTS vesicle-bound %: also measured in T cell HTS; calls as there; double positive events, %; measured here: CD8+ vesicle-bound cell fraction;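 binding gate set so that unloaded-vesicle control wells show 10% double positive cells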
# NTR1 ag cell count 20 µM: second read-out of NTR1 ag, no call of its own (marks repeat the call); cell count; measured here: cell count, cytotoxicity flag
# * = called active by the depositor; i = inactive; x = no result given.
SMILES,SV40 large T antigen,Rac1 GTP hydrolysis,GPR55 antagonists,T cell HTS,T cell HTS vesicle-bound %,GPR55 activation,Hep lipid drop,Hep lipid drop cells 6.5 µM,GPR35 antagonists,NTR1 ag,NTR1 ag cell count 20 µM,LYP inhibition
O=C(Nc1ccc(F)cc1)c1cccc2ccccc12,10.3%,6.4%,-2.6%,i,23.6,-0.1%,-1.0,826,1.9%,-0.3,63,-3.4%
O=[N+]([O-])c1ccccc1/C=C/CN1CCCCC1,-0.4%,4.3%,9.0%,x,x,0.0%,x,x,0.4%,1.2,50,-1.4%
CN1CCN(S(=O)(=O)c2ccc(N3CCN(C(c4ccccc4)c4ccccc4)CC3)nc2)CC1,4.1%,8.2%,10.5%,i,39.9,0.2%,1.4,688,-20.9%,4.9,59,-10.3%
CC1=C(C#N)C(/C=N/OCc2ccc(Cl)cc2)CC(=O)N1 (stereo not given),10.2%,-13.1%,0.1%,i,44.7,-0.6%,2.2,674,-12.7%,-0.2,32,-1.5%
COc1ccc(C(C(=O)NCC2CCCO2)N(C(=O)c2snc(C(N)=O)c2N)c2ccccc2C)cc1OC (stereo not given),15.2%,4.5%,14.0%,i,41.5,-0.2%,-9.1,794,-6.3%,1.0,60,-13.7%
O=S(=O)(c1ccc(F)c(F)c1)N1CCN(CCc2ccccc2)CC1,1.1%,3.1%,-10.1%,i,49.5,-0.1%,-16.9,820,7.6%,-1.2,50,-6.4%
Cc1c(NC(=O)N(C)C)c(=O)n(-c2ccccc2)n1C,-1.2%,12.4%,14.2%,i,26.8,-0.5%,24.1,675,2.9%,0.3,59,-5.9%

# Two records drawn at random from those above, as already listed:
SMILES,SV40 large T antigen,Rac1 GTP hydrolysis,GPR55 antagonists,T cell HTS,T cell HTS vesicle-bound %,GPR55 activation,Hep lipid drop,Hep lipid drop cells 6.5 µM,GPR35 antagonists,NTR1 ag,NTR1 ag cell count 20 µM,LYP inhibition
CN1CCN(S(=O)(=O)c2ccc(N3CCN(C(c4ccccc4)c4ccccc4)CC3)nc2)CC1,4.1%,8.2%,10.5%,i,39.9,0.2%,1.4,688,-20.9%,4.9,59,-10.3%
O=S(=O)(c1ccc(F)c(F)c1)N1CCN(CCc2ccccc2)CC1,1.1%,3.1%,-10.1%,i,49.5,-0.1%,-16.9,820,7.6%,-1.2,50,-6.4%

# Entries of single compounds from above:
# Results for `COc1ccc(C(C(=O)NCC2CCCO2)N(C(=O)c2snc(C(N)=O)c2N)c2ccccc2C)cc1OC` (stereo not given) = SV40 large T antigen = 15.2%; Rac1 GTP hydrolysis = 4.5%; GPR55 antagonists = 14.0%; T cell HTS = i; T cell HTS vesicle-bound % = 41.5; GPR55 activation = -0.2%; Hep lipid drop = -9.1; Hep lipid drop cells 6.5 µM = 794; GPR35 antagonists = -6.3%; NTR1 ag = 1.0; NTR1 ag cell count 20 µM = 60; LYP inhibition = -13.7%
# Results for `O=[N+]([O-])c1ccccc1/C=C/CN1CCCCC1` = SV40 large T antigen = -0.4%; Rac1 GTP hydrolysis = 4.3%; GPR55 antagonists = 9.0%; T cell HTS = x; T cell HTS vesicle-bound % = x; GPR55 activation = 0.0%; Hep lipid drop = x; Hep lipid drop cells 6.5 µM = x; GPR35 antagonists = 0.4%; NTR1 ag = 1.2; NTR1 ag cell count 20 µM = 50; LYP inhibition = -1.4%
